Bioassay records from PubChem BioAssay.
MEP2-GFP yeast: modulators of TOR pathway MEP2-GFP in S. cerevisiae. S. cerevisiae MEP2-GFP strain, flow cytometry GFP, 3 h; 100% = DMSO control level. GFP response vs DMSO, % at 10 µM. 330,000 compounds, 0.51% hits. AID 2016;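 active means GFP response versus DMSO above a set limit, roughly screen mean plus 3 SD, cut at about 180% in these data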;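 further: median GFP fluorescence of the barcode-gated MEP2-GFP cells per well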
GRK2 inh: human GRK2 inhibition via aptamer displacement. P25098. bead flow cytometry, FAM-aptamer displacement from GRK2. inhibition of aptamer binding, % at 10 µM. 330,000 compounds, 0.59% hits;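 active means inhibition of aptamer binding above 40%, roughly 3 SD of noise, on plates passing a quality check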;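 further: median bead fluorescence of bound FAM aptamer so fluorescent compounds give negative values; no value below 0 was filed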
Target sequence (P25098 whole entry, looked up): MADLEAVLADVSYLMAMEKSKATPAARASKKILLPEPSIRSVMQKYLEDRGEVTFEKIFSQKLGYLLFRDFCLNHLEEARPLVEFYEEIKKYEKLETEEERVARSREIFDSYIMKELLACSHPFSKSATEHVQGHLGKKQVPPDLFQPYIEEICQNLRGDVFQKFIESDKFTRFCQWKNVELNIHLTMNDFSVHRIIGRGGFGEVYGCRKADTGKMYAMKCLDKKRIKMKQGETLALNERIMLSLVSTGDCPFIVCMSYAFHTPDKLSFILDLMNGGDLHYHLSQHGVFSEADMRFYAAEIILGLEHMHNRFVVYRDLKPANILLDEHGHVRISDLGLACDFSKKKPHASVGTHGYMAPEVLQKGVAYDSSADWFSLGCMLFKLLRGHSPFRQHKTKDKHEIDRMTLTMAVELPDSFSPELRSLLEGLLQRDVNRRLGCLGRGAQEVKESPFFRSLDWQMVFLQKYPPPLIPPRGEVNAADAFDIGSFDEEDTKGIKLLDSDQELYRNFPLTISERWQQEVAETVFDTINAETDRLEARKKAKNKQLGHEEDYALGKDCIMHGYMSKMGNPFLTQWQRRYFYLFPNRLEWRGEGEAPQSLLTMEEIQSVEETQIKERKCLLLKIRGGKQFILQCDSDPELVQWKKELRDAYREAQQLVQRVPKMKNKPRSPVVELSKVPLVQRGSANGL
LAP4 TOR yeast: alters LAP4-GFP fluorescence in TOR pathway yeast screen; AID 2023; S. cerevisiae LAP4-GFP multiplex, flow cytometry GFP, 3 h; median GFP as percent of DMSO wells; 320,000 compounds, 0.34% hits; GFP response vs DMSO, % at 10 µM;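 active means GFP response vs DMSO above a set limit, about the screen mean plus 3 SD, cut at about 150% in these data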
VLA-4 inh: inhibition in a human VLA-4 binding assay. 330,000 compounds, 0.2% hits. inhibition, % (about 7 µM as worked out from the volumes in the protocol). VLA-4 expressing cells, ligand binding flow cytometry. P13612; in the data active means inhibition above about 50%
CIT2-GFP yeast: yeast TOR pathway CIT2-GFP modulation; AID 2029; S. cerevisiae CIT2-GFP strain, flow cytometry, 3 h; 100 means same as DMSO wells; 320,000 compounds, 0.065% hits; GFP response vs DMSO, % at 10 µM;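 active means GFP response relative to DMSO above a set limit, near the screen mean plus 3 SD, cut at about 150% in these data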;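 further: ratio of well median GFP fluorescence to mean of DMSO wells on the plate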
Yeast superoxide: caloric restriction mimetics inhibiting age-related superoxide in yeast; S. cerevisiae aged cells, superoxide DHE fluorescence; stronger effect = lower value; superoxide response (% of plate mean), % at 10 µM; 330,000 compounds, 0.18% hits; AID 2690;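 active means superoxide response under a set limit, about three screen SD below normal, cut at about 65% in these data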;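 further: yeast aged for seven days with compound at 30 °C before DHE staining; 100% = average MFI of all compound-treated wells on the plate with controls excluded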
AGP1 TOR yeast: modulators of TOR pathway AGP1-GFP in S. cerevisiae; 320,000 compounds, 0.02% hits; AID 2066; S. cerevisiae AGP1-GFP multiplex flow cytometry, 3 h; GFP as percent of DMSO wells; GFP response vs DMSO, % at 10 µM;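 active means GFP response relative to DMSO above a set limit, near screen average plus 3 SD, cut at about 150% in these data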;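 further: median GFP channel fluorescence of the gated AGP1 strain per well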
RPL19A-GFP yeast: yeast TOR pathway RPL19A-GFP modulation; percent response vs DMSO, % at 10 µM; AID 2025; S. cerevisiae RPL19A-GFP strain, flow cytometry, 3 h; stronger effect = lower value; 330,000 compounds, 0.3% hits;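 active means percent response vs DMSO below 50%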;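 further: median channel GFP fluorescence of the barcoded RPL19A-GFP strain; ratio of sample median GFP to plate DMSO average so 100% = DMSO; lower means less RPL19A-GFP as with rapamycin TOR inhibition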
Active calls of the source: *; . = no result given.

SMILES	MEP2-GFP yeast	GRK2 inh	LAP4 TOR yeast	VLA-4 inh	CIT2-GFP yeast	Yeast superoxide	AGP1 TOR yeast	RPL19A-GFP yeast
COc1cc(OC)c(/C=N/NC(=O)Cn2nc([N+](=O)[O-])cc2C)c(OC)c1	104	2	109	0	92	101	97	93
COCCCNC(=O)/C(C#N)=C/c1cccc(NC(=O)c2ccccc2Cl)c1	106	1	102	10	104	125	106	99
COc1ccc(CCNC(=O)CSc2nc3c(c(=O)n(C)c(=O)n3C)n2C)cc1OC	97	4	92	3	78	94	96	93
Cc1ccc(NC(=O)COC(=O)/C=C/c2ccco2)cc1S(=O)(=O)N(C)C	89	5	96	-9	88	87	94	98
COc1cc2cccc(OC)c(=O)c2c(OC)c1OC	106	2	112	31	106	133	100	101
COc1ccc(C(=O)CN2C(=O)c3ccccc3S2(=O)=O)cc1Br	97	1	80	-7	.	.	87	110
COc1cccc(NC(=O)N(CCN(C)C)C(C)c2cccnc2)c1 (stereo not drawn)	106	0	117	8	99	100	96	92
O/N=C1\CCSc2ccc(F)cc21	98	4	108	2	105	103	97	102
CCOc1cc(CN2CCN(CCc3ccccc3)C(CCO)C2)ccc1OC (stereo not drawn)	103	0	117	-1	109	105	112	101
CC(=O)c1cccc(NC(=O)CSCc2ccccc2)c1	102	43*	83	18	110	105	94	101
Oc1ccc2nc(Cc3ccccc3)[nH]c2c1	102	5	112	2	101	95	103	98
O=S1(=O)CCOCCCN1Cc1cccc(C(F)(F)F)c1	105	0	96	28	102	94	109	99
O=C(COc1nsnc1N1CCOCC1)Nc1ccccc1Cl	96	0	105	0	100	93	104	101
COc1ccc2c(c1)CCNC2Cc1ccc(OC)c(O)c1 (stereo not drawn)	102	1	129	4	99	85	95	104
O=C(/C=C/c1ccc([N+](=O)[O-])cc1)OCC(=O)N1CCCCCC1	99	2	92	-17	105	87	102	103
O=S(=O)(NC1=NCCCCC1)c1ccc2ccccc2c1	107	1	103	6	101	110	116	105
COc1ccc2[nH]c(CN3CCN(CCC(C)C)C(CCO)C3)c(C)c2c1 (stereo not drawn)	91	0	84	4	93	108	89	93
O=C(CS(=O)(=O)c1ccccc1)Nc1ccc(Br)cn1	103	0	101	-1	97	107	99	101
C=CCSc1nc(=O)n2ccccc2n1	96	0	91	-15	94	103	99	97
CCC(C)C1NC(=S)N(Cc2ccccc2)C1=O (stereo not drawn)	103	0	112	-8	97	101	99	99
CCSc1nnc(NC(=O)C2CC(=O)N(Cc3ccccc3)C2)s1 (stereo not drawn)	102	3	102	-25	104	98	110	106
CCN(CC(=O)Nc1cc(Cl)ccc1C)C(=O)CN1C(=O)NC2(CCCC2)C1=O	102	0	101	-4	104	102	109	109
COc1ccc([N+](=O)[O-])cc1NC(=O)CCS(=O)(=O)c1ccc(Br)cc1	105	54*	101	0	108	92	107	101
CN(C(=O)c1cc(COc2ccc(F)cc2Cl)on1)C1CCCc2ccccc21 (stereo not drawn)	100	1	96	-2	98	98	102	96
Cc1ccc2c(c1)C=CC(C#N)N2C(=O)c1ccccc1 (stereo not drawn)	99	4	98	1	101	87	94	97
O=c1c2ccccc2c(C=NCc2ccccn2)c(O)n1-c1ccccc1	124	0	95	-12	127	97	89	100
O=C(Cn1nc(C(=O)O)c2ccccc2c1=O)Nc1cc(Cl)cc(Cl)c1	108	1	89	10	99	103	97	102
CN(CCCNC(=O)c1ccc(CS(=O)c2ccc(Br)cc2)o1)Cc1ccccc1 (stereo not drawn)	122	0	117	3	116	112	115	114
Cc1[nH]c2ccc(C(=O)NCCCN3CCN(C)CC3)cc2c1C	103	0	76	7	96	115	93	99
O=C(CSc1ncccn1)N/N=C/c1cccs1	100	0	96	-15	105	109	98	95
CC(C)=CC(=O)OCc1cc([N+](=O)[O-])cc2c1OCOC2	96	0	96	-3	92	106	100	106
Cc1ccc(S(=O)(=O)N2CCC(C(=O)OCC(=O)NCc3ccco3)CC2)cc1C	93	1	88	8	93	99	91	89
CCCS(=O)(=O)c1c(S(=O)(=O)CCC)c2cnccn2c1C(=O)c1ccc(CC)cc1	110	3	99	-15	113	105	96	89
COc1ccc(/C=C2\Oc3cc(OCC(=O)N4CCC(C(=O)O)CC4)ccc3C2=O)c(OC)c1	94	0	105	-1	99	89	100	100
Cc1ccc(NC(=O)C(CC(C)C)NC(N)=O)cc1 (stereo not drawn)	109	0	94	8	110	92	101	103
CCCCN1CC(=O)N2[C@H]3c4ccccc4OC[C@@H]3[C@H](C(=O)OCC)[C@]2(C)C1=O	90	2	80	6	77	104	76	102
COc1ccc2nc(SCc3cccc(C)c3)nc(C)c2c1	110	0	97	8	100	96	103	103
CS(=O)(=O)Nc1cccc(-c2cn3c(n2)SCC3)c1	106	0	99	-4	113	80	104	106
Cc1ccc(S(=O)(=O)N2CCN(C(=O)CC(C)n3nc(C)c(Cl)c3C)CC2)cc1 (stereo not drawn)	98	2	93	-10	105	96	100	106
Cc1ccc(-c2csc(NC(=O)CCNC(=O)c3ccccc3Cl)n2)cc1	100	0	96	9	90	118	92	97
Cc1cc(C)cc(N(CC(=O)N2CCCC2)S(C)(=O)=O)c1	110	0	92	5	106	99	102	105
COc1ccc(CNC(=O)Nc2cc(C)ccc2C)cc1	96	0	95	-9	94	99	98	103
CCN(CC)CCNc1nc(SC)nc2sc3c(c12)CCN(C)C3	135	0	100	-31	115	88	99	100
OC1CCN(Cc2cccc3ccccc23)CC1	97	0	105	24	95	108	109	95
CC1=C/C(=C\c2ccc3c(c2)OCO3)C(=O)S1	107	0	113	-3	95	109	53	99
CCc1nc2c3cnn(-c4cc(Cl)ccc4C)c3ncn2n1	107	3	105	2	103	111	104	98
Cc1cccc(NC(=O)c2ccc(Cl)c(S(=O)(=O)N3CCc4ccccc43)c2)n1	94	1	112	-10	68	117	86	97
Cc1cc2ccccn2c1C(=O)c1ccc(C#N)cc1	96	1	101	8	92	93	94	97
Cc1cc(C)c(C)c(OCCNCc2ccccc2)c1	106	2	96	2	104	112	102	102
COc1ccc(-c2c(NC(=O)c3ccco3)oc3c(C)cccc3c2=O)cc1	86	0	87	10	79	97	87	95
C=CCC1NCCc2c(Br)cccc21 (stereo not drawn)	100	0	102	6	100	91	103	97
CCOC(=O)C(c1ccccc1)C(Nc1ccc(F)cc1)c1ccccn1 (stereo not drawn)	132	0	108	-6	117	102	116	96
Cc1ccc(/C=N/NC(=O)c2c[nH]c3ccccc23)s1	98	0	109	-5	94	95	97	96
Cn1c(NC(=O)CCc2ccccc2)cc(=O)n(C)c1=O	110	0	98	-26	104	89	106	101
O=C(CSc1ncn[nH]1)c1cccc([N+](=O)[O-])c1	107	6	99	-5	104	92	107	105
O=C(Nc1ccc(F)cc1Cl)c1ccc2c(=O)n3c(nc2c1)CCC3	105	3	96	2	89	116	94	102
O=C(NCC(c1ccco1)N1CCCC1)c1ccccc1F (stereo not drawn)	104	1	103	-1	93	102	94	92
Cc1ccc(S(=O)(=O)N2CCC(C(=O)N/N=C/c3cccnc3)CC2)cc1	108	0	94	4	103	87	102	105
CCC(CC)c1nnc(NC(=O)[C@@H](NC(=O)c2cccc(C)c2)C(C)C)s1	107	8	97	5	103	88	100	104
Cc1n[nH]c(C)c1S(=O)(=O)N1CCCCCC1	95	0	101	4	103	87	101	96

(further entries)
SMILES	MEP2-GFP yeast	GRK2 inh	LAP4 TOR yeast	VLA-4 inh	CIT2-GFP yeast	Yeast superoxide	AGP1 TOR yeast	RPL19A-GFP yeast
CCn1cc(CN2CCC(C(=O)Nc3cccc(-c4cccc(Cl)c4)c3)CC2)c(C)n1	107	0	79	14	106	100	95	103
Cc1ccc(N2C(=O)C3NN=C(C(=O)OCc4ccccc4)C3C2=O)c(C)c1 (stereo not drawn)	134	2	95	-1	96	86	23	87
Cc1cccc(NC(=O)CSc2nccn2Cc2ccco2)c1C	103	0	89	-15	109	100	106	108
COc1ccc(NC(=O)C2C3C=CC4(O3)C2C(=O)N(CCN2CCCCC2C)C4C(=O)NC2CCCC(C)C2C)cc1 (stereo not drawn)	93	0	91	-13	89	93	75	84
CCCCn1c(N)c(N(CCOC)C(=O)c2ccc(COc3ccccc3)o2)c(=O)[nH]c1=O	103	2	106	-1	93	101	106	100
CCOC(=O)c1c(C)[nH]c(C)c1C(=O)COC(=O)/C=C/c1ccc(OC(F)F)cc1	122	2	111	8	102	90	115	104
O=C(Nc1ccccc1Cl)OCc1cncs1	94	3	104	-15	92	100	97	98
CCS(=O)(=O)c1ccc(O)c(NC(=O)Nc2ccccc2)c1	105	1	94	-10	98	104	108	101
O=S1c2ccccc2Nc2ccccc21	84	0	105	2	91	94	82	99
O=C(CN1CCN(C(=O)c2ccco2)CC1)Nc1cc(C(F)(F)F)ccc1Cl	104	0	101	21	92	107	101	.
C/C(=N\O)C(=O)NCC1CCNCC1	100	2	94	5	107	100	106	104
CN1c2ccccc2C(O)=C(C(=S)Nc2ccc(F)c(Cl)c2)S1(=O)=O	104	1	89	4	.	103	99	98
Cc1nn(Cc2ccccc2)c2c1C(c1cccc(Cl)c1)C(C#N)=C(N)O2 (stereo not drawn)	112	0	96	34	92	95	58	81
Cc1c(Cl)cccc1NC(=O)[C@@]1(CC(=O)O)CC(/C=C/c2ccccc2)=NO1	104	0	90	11	105	112	103	104
COc1ccc(NC(=O)C2C(=O)NC3(C)CC2c2ccccc2O3)cc1 (stereo not drawn)	86	0	89	-3	90	113	.	86
Cn1c(Cc2cccs2)nnc1SCC(=O)Nc1ccc(C(N)=O)cc1	96	2	104	0	92	93	105	96
O=C(COC(=O)c1cccc2ccccc12)NCCCc1ccccc1	108	0	106	10	93	97	101	106
O=C(NCc1cccnc1)Nc1ccc(Br)cc1	98	0	79	3	102	105	97	109
COc1cc2c(cc1OC)C(c1ccc(Cl)cc1)=NCC2	101	3	112	2	103	97	108	100
O=C(Nc1ccccc1-c1ccccc1)c1ccc(=O)[nH]n1	111	0	108	8	102	108	101	99

Some entries already given, limited to RPL19A-GFP yeast.
| compound | RPL19A-GFP yeast |
| --- | --- |
| CN1c2ccccc2C(O)=C(C(=S)Nc2ccc(F)c(Cl)c2)S1(=O)=O | 98 |
| CCn1cc(CN2CCC(C(=O)Nc3cccc(-c4cccc(Cl)c4)c3)CC2)c(C)n1 | 103 |
| O=C(COC(=O)c1cccc2ccccc12)NCCCc1ccccc1 | 106 |
| Cn1c(Cc2cccs2)nnc1SCC(=O)Nc1ccc(C(N)=O)cc1 | 96 |
| CCOC(=O)c1c(C)[nH]c(C)c1C(=O)COC(=O)/C=C/c1ccc(OC(F)F)cc1 | 104 |
| O=S1c2ccccc2Nc2ccccc21 | 99 |

Carrying on:
SMILES	MEP2-GFP yeast	GRK2 inh	LAP4 TOR yeast	VLA-4 inh	CIT2-GFP yeast	Yeast superoxide	AGP1 TOR yeast	RPL19A-GFP yeast
CCOc1ccc(C(=O)C(C)OC(=O)c2nc(Cl)ccc2Cl)cc1 (stereo not drawn)	104	1	106	30	108	109	101	97
O=C(Cc1ccccc1[N+](=O)[O-])Nc1ccc2c(c1)OCO2	93	2	97	-2	92	107	94	94
O=C1C2C3CCC(C3)C2C(=O)N1Cc1ccccc1 (stereo not drawn)	105	0	95	22	101	96	108	103
Cc1oc2ccc(O)cc2c1C(=O)c1ccccc1	107	2	98	7	100	101	99	102
Cc1c(Br)c([N+](=O)[O-])nn1CC(=O)NCCc1ccc(Cl)cc1	103	2	102	-23	112	115	106	102
C=CCn1c(SCC(=O)Nc2ccccc2OC)nnc1-c1ccccn1	102	0	91	5	101	103	99	98

Given with values under each structure: part of the list above
Below each compound – MEP2-GFP yeast | GRK2 inh | LAP4 TOR yeast | VLA-4 inh | CIT2-GFP yeast | Yeast superoxide | AGP1 TOR yeast | RPL19A-GFP yeast
CCSc1nnc(NC(=O)C2CC(=O)N(Cc3ccccc3)C2)s1 (stereo not drawn)
  102 | 3 | 102 | -25 | 104 | 98 | 110 | 106
CCN(CC(=O)Nc1cc(Cl)ccc1C)C(=O)CN1C(=O)NC2(CCCC2)C1=O
  102 | 0 | 101 | -4 | 104 | 102 | 109 | 109
